Compound activity as filed in PubChem BioAssay.
NS5 inhibitors: Dengue-2 NS5 methyltransferase inhibitors, primary screen, biochemical, confirmation dose response (AID 588689); Dengue-2 NS5 methyltransferase capping enzyme assay, biochemical; higher % means a stronger effect; inhibition, % at 25 µM, or IC50 in µM where a hit was titrated; 340,000 tested, 0.3% active; in the data active = a potency from the dose series
Rac1 GTP hydrolysis: MgcRacGAP GTPase-activating activity inhibitors, confirmation, biochemical, ADP Hunter fluorescence. MgcRacGAP-stimulated Rac1 GTP hydrolysis, ADP Hunter fluorescence; higher % means a stronger effect; GST-tagged Rac1 F28L mutant substrate. inhibition, % at 30 µM; hits with a dose series show IC50 in µM. 340,000 tested, 0.6% active;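 active = first-screen hits whose inhibition reached a set limit at any dose in the follow-up dose series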;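 also: fluorescence reports GDP produced by GAP-driven GTP hydrolysis; strong numbers were not always called active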
NS5 inhibitors pilot replicate: recorded beside NS5 inhibitors, whose call it bears; inhibition, %; measured here: pilot screen replicate inhibition
Numbers without * were called inactive. Some of the compounds tested; the hit share may differ from the screen's.

SMILES | NS5 inhibitors | Rac1 GTP hydrolysis | others
CC(=O)Nc1ccc(S(=O)(=O)NCC(=O)OCC(=O)NCCc2ccccc2)cc1 | -5% | -20%
N#CC(CCc1ccccc1[N+](=O)[O-])(CCc1ccccc1[N+](=O)[O-])C(N)=O | -5% | -2%
CN(C)S(=O)(=O)c1ccc(Cl)c(NC(=O)COC(=O)CNS(=O)(=O)c2c(F)cccc2F)c1 | -12% | 2%
COc1ccc(-c2ccc(CN3C(CC(C)C)C(=O)N(Cc4cn(CC5CCCCC5)nn4)CCS3(=O)=O)cc2)cn1 (stereo not drawn) | -1% | 17%
CCOC(=O)C(C#N)=CN1CCN(C(=O)CCCl)c2ccccc21 | 0% | 2%
C=CCn1c(SCC(=O)Nc2c(C)n(C)n(-c3ccccc3)c2=O)nnc1-c1ccncc1 | 3% | 6%
COc1cc2c(cc1CNC[C@H]1O[C@@H](n3ccc(N)nc3=O)[C@H](O)[C@@H]1O)OCO2 | 1% | 6%
CC(C)C(OC(=O)C1=Cc2ccccc2OC1)C(=O)NCC1CCCO1 (stereo not drawn) | 2% | 15%
COc1ccc(S(=O)(=O)N(C)C[C@H]2OCc3cnnn3CCCC(=O)N([C@@H](C)CO)C[C@H]2C)cc1 | -2% | 10%
CN(CC(=O)Nc1ccc(F)cc1)C(=O)COC(=O)c1nc(Cl)ccc1Cl | 3% | 9%
COCC(=O)N(C)C[C@@H]1Oc2cc(-c3ccc(F)cc3)ccc2S(=O)(=O)N([C@H](C)CO)C[C@H]1C | -3% | -10%
O=C(CSc1ccc(Br)cc1)NCC1(N2CCCCC2)CCCCC1 | -7% | 5%
O=C(Nc1ccnn1C1CCNCC1)c1ccc2c(c1)OCO2 | 1% | 5%
Oc1ccc(-c2csc(Nc3ccc4c(c3)OCO4)n2)c(O)c1 | -5% | 11%
C[C@H]1CN([C@@H](C)CO)S(=O)(=O)c2ccc(C#CC(C)(C)O)cc2O[C@H]1CN(C)Cc1ccccc1 | 6% | 14%
Cc1cccc(-c2nc(CCNC(=O)c3ccco3)cs2)c1 | -1% | 9%
CN(CC(=O)Nc1ccc(Cl)cc1)CC(=O)N1CCc2ccccc21 | 2% | 3%
O=C1C=CC(=O)N1c1ccccn1 | -4% | 7%
COc1ccccc1CC1CC(=O)N(c2ccc([N+](=O)[O-])cc2)C1=O (stereo not drawn) | 0% | 8%
COc1ccccc1CN1CC(C(=O)N(C)CCc2ccccn2)CCC1=O (stereo not drawn) | 12% | 16%

Fetched one by one from above (4):
SMILES | NS5 inhibitors | Rac1 GTP hydrolysis | others
Cc1cccc(-c2nc(CCNC(=O)c3ccco3)cs2)c1 | -1% | 9%
COCC(=O)N(C)C[C@@H]1Oc2cc(-c3ccc(F)cc3)ccc2S(=O)(=O)N([C@H](C)CO)C[C@H]1C | -3% | -10%
C[C@H]1CN([C@@H](C)CO)S(=O)(=O)c2ccc(C#CC(C)(C)O)cc2O[C@H]1CN(C)Cc1ccccc1 | 6% | 14%
O=C(CSc1ccc(Br)cc1)NCC1(N2CCCCC2)CCCCC1 | -7% | 5%

Other structures.
SMILES | NS5 inhibitors | Rac1 GTP hydrolysis | others
CC1=C(C(=O)N2CCOCC2)CC(CC(=O)NCCCCc2ccccc2)C(=O)N1Cc1ccc(C(C)(C)C)cc1 (stereo not drawn) | -3% | 12%
O=C(COC(=O)/C=C/c1ccco1)NCCN1C(=O)CSC1=O | -11% | 7%
COc1ccc(CCNC(=O)CNC(=O)N2CC(=O)Nc3ccccc32)cc1 | -5% | 2%
COc1ccccc1CN1CC(C(=O)NCCCCc2ccccn2)CCC1=O (stereo not drawn) | 3% | -22%
COC(=O)C[C@@H]1C[C@H]2c3cc(NS(C)(=O)=O)ccc3O[C@H]2[C@H](CO)O1 | -4% | 6%
O=C(OCCOc1ccccc1)c1cc(S(=O)(=O)N2CCOCC2)c(Cl)cc1Cl | 3% | -18%
C[C@@H]1CN([C@H](C)CO)C(=O)CCCn2cc(nn2)CO[C@H]1CN(C)S(=O)(=O)c1ccc2ccccc2c1 | 0% | 14%
COc1ccccc1C1NC(=O)NC(C)=C1C(=O)OCC1CCCCC1 (stereo not drawn) | -2% | 17%
CC1=C(C(=O)N2CCOCC2)CC(CC(=O)NCC2CCCCC2)C(=O)N1CCC1=CCCCC1 (stereo not drawn) | 0% | 3%
CCN(C(=O)CSc1nnc(COc2ccccc2F)n1N)c1c(N)n(Cc2ccccc2)c(=O)[nH]c1=O | 0% | 6%
C=CC(=O)Nc1cccc(CN2C(=O)N(c3cc(OC)cc(OC)c3)Cc3cnc(NCCCCN(CC)CC)nc32)c1 | -2% | 8%
Cc1ccc([C@H]2C[C@H](n3cc(-c4ccc(F)cc4)nn3)[C@@H](O)CN2C(=O)C2CCCCC2)cc1 | -3% | 5%
CCC(=Cc1ccccc1OC)c1ccncc1 | 5% | 0%
COc1cc(OC)c(NC(=O)c2cc3ccccc3cc2O)cc1Cl | -2% | 2%
N/C(Cc1ccc(Cl)cc1)=N\OC(=O)CCc1ccccc1 | 1% | 11%
CNc1nc(Cl)nc2c1ncn2-c1ccccc1 | 3% | 4%
O=C(c1ccccc1)c1coc(-c2ccccc2)c1 | 5% | 4%
COc1ccc(-c2cc(C(F)(F)F)n3nc(C(N)=O)cc3n2)cc1 | -4% | 13%
Cc1ccc(-n2c(-c3ccc(Br)cc3)n[nH]c2=S)c(C)c1 | -5% | 9%
CN(C)S(=O)(=O)c1ccc(SCC(=O)Nc2cccc(S(=O)(=O)N3CCCC3)c2)nc1 | 2% | 2%
Cc1cccc(C(=O)NNC(=O)c2ccc3ccccc3c2)c1 | -12% | 3%
Cc1ccccc1S(=O)(=O)N(C)C[C@@H]1OCc2cnnn2CCCC(=O)N([C@H](C)CO)C[C@@H]1C | 3% | 8%
COc1ccc(NC(=O)N(C)C[C@H]2OCCCC[C@@H](C)Oc3ccc(N(C)C)cc3C(=O)N([C@H](C)CO)C[C@@H]2C)cc1 | -2% | 17%
COc1cccc(C=NNc2nc3ccccc3s2)c1OC | 0% | 4%
Cc1cc(Br)c(NC(=O)CN2C(=O)NC3(CCOc4ccccc43)C2=O)c(Br)c1 (stereo not drawn) | -5% | 4%
CN(C)c1ccc2cc(S(=O)(=O)O)cc(O)c2c1 | 82% | 43µM*
O=C(COC(=O)C1CCN(S(=O)(=O)c2ccc(Cl)c(C(F)(F)F)c2)CC1)NCC1CCCO1 (stereo not drawn) | 3% | 11%
O=C(CCCCCCCC(=O)N1CCCC1)N1CCCC1 | -5% | 4%
O=C(COC(=O)c1c2c(nc3ccccc13)/C(=C\c1ccco1)CC2)NC1CCCC1 | 18% | 27%
O[C@H]1C[C@H](c2ccc(Cl)cc2)N(Cc2cccs2)C[C@@H]1n1cc(C2CC2)nn1 | 0% | 8%
O=[N+]([O-])c1ccccc1Nc1cccc(F)c1 | 6% | 6%
Cc1nc(C)c(-c2csc(Nc3ccc(Cl)cn3)n2)s1 | 2% | 18%
Cc1ccc(-c2ccc(CN3C(C(C)C)C(=O)N(Cc4cn(Cc5ccco5)nn4)CCS3(=O)=O)cc2)cc1 (stereo not drawn) | -10% | 5%
COCC1CCN(C(=O)c2ccc3oc(CCc4ccccc4)nc3c2)C1 (stereo not drawn) | 8% | 9%
Cc1nnc(SC(C)C(=O)NC2CCCCC2)[nH]c1=O (stereo not drawn) | -3% | 1%
Cc1ccc([C@H]2C[C@@H](n3cc(COC(=O)c4ccccc4)nn3)[C@H](O)CN2C(=O)c2cccs2)cc1 | -5% | 8%
O=C(C=Cc1ccc2c(c1)OCO2)C1CC1 | 7% | 3%
COc1ccc(S(=O)(=O)N2CCOCC2)cc1NC(=O)C1CCN(S(=O)(=O)c2ccc(Cl)cc2)CC1 | -5% | 1%
CC(C)C[C@@H](CN1CCCC1CN1C(=S)NC[C@@H]1Cc1ccc(O)cc1)N1C[C@H](Cc2ccc(O)cc2)N(CC2CCCCC2)C1=S (stereo partly drawn) | -5% | 14% | NS5 inhibitors pilot replicate=2.8
C(=Cc1c[nH]c2ccccc12)c1ccc2ccccc2n1 | -7% | 17%
N#CC(c1ccccc1)C(CC(=O)c1ccccc1)c1ccccc1 (stereo not drawn) | -1% | 3%
COc1ccc(C(CNC(=O)c2ccc(C)c(S(=O)(=O)N3CCOCC3)c2)N2CCCC2)cc1 (stereo not drawn) | -6% | 9%
Cc1cc(Nc2ccccc2C(=O)O)n2ncnc2n1 | 6% | 14%
CCN1C[C@@H]2[C@@H]3C(=O)N(C)C(=O)[C@@H]3[C@](Cc3ccccc3)(C1=O)N2C(=O)c1ccc(Br)cc1 | -4% | 6%
Cc1ccc2oc3ccccc3c(=O)c2c1 | -1% | -3%
CC12CCC(=O)C=C1CCC1C2C(O)CC2(C)C1CCC21OCC1=O (stereo not drawn) | -1% | 2%
O=C(O)c1cc(N2C(=O)C=CC2=O)cc(N2C(=O)C=CC2=O)c1 | 20µM* | 20µM*
COCC(=O)N1C[C@H]2CON(C)[C@H]2C[C@H]1c1cccc(-c2ccccc2)c1 | 2% | 14%
O=S(=O)(c1ccc(NC(=S)N2CCCCC2CO)cc1)N1CCOCC1 (stereo not drawn) | -9% | 11%
CC(=O)C1N=NCC1c1ccccc1 (stereo not drawn) | 1% | -1%

(next part)
SMILES | NS5 inhibitors | Rac1 GTP hydrolysis | others
CNc1ccc(C=C2C=Cc3ccccc32)cc1 | -12% | 29%
C[C@H](CO)N1C[C@H](C)[C@@H](CN(C)S(=O)(=O)c2ccccc2)OCc2cn(nn2)CCCC1=O | -3% | -7%
CC(=NNC(=S)N1CCCCC1)c1cccc(C)n1 | -7% | 8%
Cc1cc2c(cc1C)C(=O)C(=O)N2 | -4% | 8%
CCOc1ccc(C2C3=C(CC(C)(C)CC3=O)N(CCCOC)C3=C2C(=O)CC(C)(C)C3)cc1OC | 7% | 19%
CCN(c1ccccc1)S(=O)(=O)c1cccc(C(=O)Nc2cccc(C)n2)c1 | -9% | 16%
Cc1ccc(S(=O)(=O)N(C)CCN(C)S(=O)(=O)c2ccc(C)cc2)cc1 | 2% | 6%
CC(C)CC1C(=O)N(Cc2cn(CCC3OCCCO3)nn2)CCS(=O)(=O)N1Cc1ccc(-c2cccc(N(C)C)c2)cc1 (stereo not drawn) | 1% | 11%
COc1ccc(NC(=O)CCCNC(=O)c2ccc(Cl)cc2)cc1S(=O)(=O)N1CCCCC1 | 0% | 4%
COc1ccccc1CN(C)C[C@@H]1OCc2cnnn2CCCC(=O)N([C@H](C)CO)C[C@H]1C | 6% | 19%
O=C1CC(c2ccccc2)=NN1c1ccccc1 | -4% | 7%
CC(C)CN(C(=O)CSc1nnc(-c2cccs2)n1C1CC1)C1CCS(=O)(=O)C1 (stereo not drawn) | 1% | 26%
O=C(Cn1sc2ccccc2c1=O)Nc1ccc(Br)cc1 | -47% | 32%
CCCCCC(=O)N1C[C@H](n2cc(C3CC3)nn2)[C@@H](O)C[C@@H]1c1ccccc1 | -3% | 9%
NN=C1C(=O)c2cccc3cccc1c23 | 2% | 8%
O=Cc1cc(OCc2ccccc2)ccc1[B-](F)(F)F | -4% | 11% | NS5 inhibitors pilot replicate=-5.1
N#Cc1ccsc1NC(=O)c1ccc2ncsc2c1 | -3% | 8%
Cc1onc(-c2ccccc2)c1NC(=O)OC(C)c1cccnc1 (stereo not drawn) | -4% | 6%
CCC(CCNC(=O)c1ccccc1)(CCNC(=O)c1ccccc1)[N+](=O)[O-] | 8% | -6%
COc1ccc(/C=C2/CCC(CN3CCOCC3)C2=O)cc1 (stereo not drawn) | -56% | 12%

Some of these compounds in order of length of the SMILES, smallest number first:
SMILES | NS5 inhibitors | Rac1 GTP hydrolysis | others
CNc1ccc(C=C2C=Cc3ccccc32)cc1 | -12% | 29%
CN(C)c1ccc2cc(S(=O)(=O)O)cc(O)c2c1 | 82% | 43µM*
COc1ccccc1CN1CC(C(=O)NCCCCc2ccccn2)CCC1=O (stereo not drawn) | 3% | -22%
Cc1ccc(-n2c(-c3ccc(Br)cc3)n[nH]c2=S)c(C)c1 | -5% | 9%
CCN(c1ccccc1)S(=O)(=O)c1cccc(C(=O)Nc2cccc(C)n2)c1 | -9% | 16%
O=C(COC(=O)C1CCN(S(=O)(=O)c2ccc(Cl)c(C(F)(F)F)c2)CC1)NCC1CCCO1 (stereo not drawn) | 3% | 11%

As a working copy, part of the list above.
SMILES | NS5 inhibitors | Rac1 GTP hydrolysis | others
O=C1CC(c2ccccc2)=NN1c1ccccc1 | -4% | 7%
CC(C)CN(C(=O)CSc1nnc(-c2cccs2)n1C1CC1)C1CCS(=O)(=O)C1 (stereo not drawn) | 1% | 26%

Remaining list, next part.
SMILES | NS5 inhibitors | Rac1 GTP hydrolysis | others
COc1ccc(NC(=O)CN2C(=O)C3CC=CCC3C2=O)cc1Cl (stereo not drawn) | 5% | 14%
O=c1c2cc([N+](=O)[O-])ccc2sn1-c1ccccc1 | -38% | 17%
O=C(Cc1ccc(NC(=O)C2CCN(C(=O)c3ccccc3)CC2)cc1)Nc1cccc(C(=O)N2CCCCC2)c1 | -8% | 7%
C[C@@H]1CN([C@@H](C)CO)C(=O)CCCn2nncc2CO[C@H]1CN(C)C(=O)Cc1ccccc1 | 3% | 14%
